PostGolgi ctrl: inhibits growth of the yeast control strain | efflux-deficient yeast background strain, growth absorbance A615, 16 h | inhibition, % at 10 µM | actives 5% (n = 98,000) | AID 738
hDAT+cocaine: modulates human dopamine transporter uptake under cocaine; LLC-PK1 hDAT cells, [14C]-dopamine uptake with cocaine IC80; actives deviate in either direction; actives 1.3% (n = 110,000); Q01959; B-score at 10 µM;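 active = Z score or B-score, a plate-position-corrected score, falls beyond the plate's 99.7% confidence bounds, in either direction; inactive = both scores lie inside the 99.7% bounds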;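 also: scored against the spread of the other compound wells on the same plate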
E coli WT exp: E. coli BW25113 growth inhibition, expanded screen; OD600 absorbance; actives 0.15% (n = 98,000); growth inhibition, % at 100 µM;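 active = growth inhibition above about 50% at one test dose, limit read from the data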;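 also: growth measured after 20 h incubation at 37 °C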
CYP2C9 activ: CYP2C9 (human) activation. actives 1.4% (n = 96,000). activation factor at 5 µM. P11712. recombinant CYP2C9, luciferin-H conversion, luminescence; stronger effect = higher value; factor 1 = untreated enzyme, 0 = blocked;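 active = activation factor of 2 or more for CYP2C9 at a 5 µM dose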;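 also: 0 = sulfaphenazole-blocked wells and 1 = vehicle-only wells; values of inactives mirror those of a sister screen read the other way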
PostGolgi yeast: growth inhibition of a yeast mutant, post-Golgi transport screen; post-Golgi transport phenotypic cell assay; inhibition, % at 10 µM; actives 0.9% (n = 98,000);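 also: yeast cells grown in 1536-well plates; yeast grown about 18 h at 30C before absorbance read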
Pyk2 oligo antag: blocks oligomerization of human Pyk2 in cells; AID 1347419; z-score (the deposit names both 25 µM and 10 µM); Q293 cells, Pyk2 FERM NanoBiT luminescence; stronger effect = lower value; actives 0.83% (n = 99,000);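 active = Z-score of -3 or lower, scaled per plate to the spread of control and sample wells; inactive = z-score above -3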;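 also: negative z-score means lost luminescence so less FERM oligomerization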
CYP2C9 inh: inhibitors of human CYP2C9. P11712. CYP2C9 Supersomes, luciferin-H conversion, luminescence. inhibition, % at 5 µM. actives 20% (n = 96,000). AID 777;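 active = blocking of liver enzyme CYP2C9 beyond about 50% at 5 µM, limit read from the data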; also: values of inactives mirror those of a sister screen read the other way
LYP act: activators of human LYP (PTPN22) phosphatase | recombinant LYP, DiFMUP fluorescence; 0 = plate median, 100 = signal doubled | activation, % at 2 µM | actives 0.11% (n = 96,000);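 active = activation at 2 µM above a set limit, the mean plus 5 SD, cut at about 37% in these data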
Target sequence (Q9Y2R2 whole entry, looked up): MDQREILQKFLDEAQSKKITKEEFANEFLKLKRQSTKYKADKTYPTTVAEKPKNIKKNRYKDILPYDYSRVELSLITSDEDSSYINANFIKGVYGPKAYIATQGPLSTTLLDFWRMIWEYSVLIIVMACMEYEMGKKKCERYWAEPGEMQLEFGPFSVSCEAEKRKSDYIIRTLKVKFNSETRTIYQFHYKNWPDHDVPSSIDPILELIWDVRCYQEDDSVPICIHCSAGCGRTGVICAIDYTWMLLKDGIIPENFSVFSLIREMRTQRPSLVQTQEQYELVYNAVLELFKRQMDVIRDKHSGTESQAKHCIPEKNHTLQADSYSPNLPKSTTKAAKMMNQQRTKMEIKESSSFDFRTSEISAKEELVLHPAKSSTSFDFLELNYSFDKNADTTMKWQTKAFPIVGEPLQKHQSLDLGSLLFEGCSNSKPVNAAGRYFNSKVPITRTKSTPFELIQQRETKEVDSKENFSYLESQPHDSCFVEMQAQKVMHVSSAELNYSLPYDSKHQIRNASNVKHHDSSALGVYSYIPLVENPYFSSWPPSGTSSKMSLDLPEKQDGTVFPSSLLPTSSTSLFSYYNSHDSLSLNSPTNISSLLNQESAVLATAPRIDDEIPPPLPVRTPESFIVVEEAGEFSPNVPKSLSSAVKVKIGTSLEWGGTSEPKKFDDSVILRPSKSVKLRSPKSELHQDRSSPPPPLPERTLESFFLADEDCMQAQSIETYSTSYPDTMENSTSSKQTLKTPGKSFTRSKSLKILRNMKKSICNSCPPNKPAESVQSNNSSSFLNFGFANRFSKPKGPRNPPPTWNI
LYP inh 2: blocks human PTPN22 phosphatase activity | recombinant LYP catalytic domain, DiFMUP fluorescence | inhibition, % at 2 µM | actives 0.21% (n = 96,000);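 active = inhibition at 2 µM at or above a set limit, the screen mean plus 3 SD, cut at about 24% in these data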;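 also: 0% = DMSO with enzyme and 100% = enzyme fully blocked by orthovanadate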
Starred values were filed as active, the others as inactive; . = no result given. Rule as the data show it, unless noted: active = inhibition above about 30%; inactive = the rest.

1	COC(=O)n1c(=O)oc2cc(S(=O)(=O)N3CCOCC3)ccc21
2	O=C(c1ccccc1)c1nc2ccccc2[nH]c1=O
3	CCCOc1c(Br)cc(C(=O)NCC)cc1OC
4	COCC(=O)N(Cc1ccc(OC)cc1)Cc1nc2ccccc2c(=O)[nH]1
5	Cc1ccc(C(=O)N2CCN(C)CC2)cc1S(=O)(=O)N1CCCCC1
6	CC(=O)c1ccc(Cc2ncc(C(F)(F)F)cc2Cl)s1
7	N/C(=N\OC(=O)c1cc(-c2ccccc2)nc2ccccc12)c1ccncc1
8	CCOC(=O)c1ccc(CSc2nncn2N)o1
Compound | 1 | 2 | 3 | 4 | 5 | 6 | 7 | 8
PostGolgi ctrl | 28 | 0 | 5 | 15 | 4 | 6 | 14 | -4
hDAT+cocaine | -1.3 | -0.31 | -0.0033 | 0.078 | -0.18 | -0.13 | -1.2 | -0.027
E coli WT exp | -4 | 6 | -4 | -8 | -1 | 9 | 4 | 5
CYP2C9 activ | 1.1 | 1.1 | 0.8 | 1.1 | 0.9 | 1 | 0 | 1
PostGolgi yeast | -4 | 1 | 1 | 2 | -2 | 6 | -1 | -8
Pyk2 oligo antag | 0.47 | -0.13 | 0.11 | -0.28 | 0.09 | 0.51 | 0.26 | 0.09
CYP2C9 inh | -11 | -6 | 17 | -6 | 7 | -3 | 98* | 0
LYP act | . | 8 | 7 | 3 | . | 4 | -7 | 2
LYP inh 2 | . | -8 | -13 | 1 | . | -1 | 10 | 0

9	O=C(CN1C(=O)C2C3C=CC(C3)C2C1=O)N1CCc2ccccc2C1 (centres undefined)
10	O=[N+]([O-])/C=C/c1cn(Cc2ccc(F)cc2)c2ccccc12
11	CS(=O)(=O)c1ccc2nc(NC(=O)CN3CCN(Cc4ccccc4)CC3)sc2c1
12	COc1ccc(S(=O)(=O)NCCC(=O)NC2CCCCCCC2)cc1
13	COc1ccc(C(=O)N(CCCO)Cc2cc3c(C)ccc(C)c3[nH]c2=O)cc1OC
14	CCn1c2ccccc2c2nnc(SCC(=O)Nc3ccc4c(c3)OCO4)nc21
15	Oc1ccc(-c2n[nH]c(=S)n2Cc2ccco2)cc1
16	COC(=O)/C=C1/S/C(=N/NC(=O)c2ccccc2)NC1=O
Compound | 9 | 10 | 11 | 12 | 13 | 14 | 15 | 16
PostGolgi ctrl | -7 | 80* | 8 | -13 | 4 | -7 | 5 | -2
hDAT+cocaine | 0.22 | 0.18 | 0.23 | 1.4 | 0.6 | 0.23 | -0.57 | -0.018
E coli WT exp | 7 | -3 | 2 | -10 | -1 | -12 | 5 | -6
CYP2C9 activ | 1.1 | 0.9 | 0.7 | . | 0.6 | 0.8 | 0.3 | 0.7
PostGolgi yeast | 7 | 36* | 5 | -6 | -2 | 17 | 14 | -7
Pyk2 oligo antag | 0.35 | -2.1 | 0.29 | -0.07 | 0.33 | 0.02 | -0.8 | 0.54
CYP2C9 inh | -14 | 13 | 30 | . | 43 | 18 | 68* | 29
LYP act | -5 | 4 | 0 | 2 | 0 | -8 | -6 | 2
LYP inh 2 | 2 | 0 | -4 | 2 | -2 | 6 | 5 | 0

17	Cn1nnnc1SCC(=O)NCc1cccs1
18	O=C(CSc1nnc(Cn2c(=O)sc3ccccc32)n1-c1ccccc1)N1CCCC1
19	Cc1cc(N=CC2=C(O)CC(C)(C)CC2=O)no1
20	O=[N+]([O-])c1cc2c(cc1C=Nc1ccccc1)OCO2
21	Cc1noc(C)c1C(=O)OCC(=O)NC(=O)NC12CC3CC(CC(C3)C1)C2
22	O=C(c1ccccc1)N1CCCC(C(=O)N2CCc3ccccc3C2)C1 (centres undefined)
23	CCOc1ccccc1NC(=O)Cn1nnc(-c2ccc(OCC)c(OCC)c2)n1
24	N#CCSc1nc2c(c(=O)n1Cc1ccco1)C1(CCCC1)Cc1ccccc1-2
Compound | 17 | 18 | 19 | 20 | 21 | 22 | 23 | 24
PostGolgi ctrl | . | -2 | 7 | 20 | 17 | 7 | 3 | .
hDAT+cocaine | 0.1 | -0.43 | -1.2 | -0.1 | 0.74 | 0.25 | -0.025 | 0.19
E coli WT exp | . | 0 | -1 | 5 | 13 | 1 | -3 | .
CYP2C9 activ | . | . | 0.9 | 1.1 | 1 | 0.8 | 0.2 | 0.5
PostGolgi yeast | . | 2 | 19 | 6 | 4 | 0 | 12 | .
Pyk2 oligo antag | 0.02 | . | -0.35 | 0.07 | -0.84 | 0.31 | 0.33 | -1
CYP2C9 inh | . | . | 14 | -9 | 2 | 16 | 85* | 50
LYP act | -3 | . | -1 | -8 | -2 | -7 | 1 | 6
LYP inh 2 | 1 | . | -2 | 10 | 1 | 7 | -5 | -9

25	Cc1cc2cc(CN(Cc3ccco3)C(=O)NCc3ccccc3)c(=O)[nH]c2cc1C
26	O=C(C1CCC(CNc2nc(=S)[nH]c3ccccc23)CC1)N1CCN(c2ccccn2)CC1 (centres undefined)
27	COc1ccccc1-c1nnn(CC#N)n1
28	CN(c1cccc(NC(=O)Nc2cccc(Cl)c2)c1)S(C)(=O)=O
29	CN(CCO)c1nc(N)c2c(N)nc3c(c2c1C#N)CC(=O)N3C1CCCC1
30	COC(=O)c1scc(C)c1NC(=O)C1CCCCC1
31	CC(C)(C)c1ccc(S(=O)(=O)NCC(=O)N2CCN(C(=O)c3ccco3)CC2)cc1
32	N#Cc1ccccc1NC(=O)COC(=O)CSc1nc2ccccc2o1
Compound | 25 | 26 | 27 | 28 | 29 | 30 | 31 | 32
PostGolgi ctrl | 8 | 7 | 0 | -1 | 6 | 8 | 5 | -1
hDAT+cocaine | 1.8 | . | -1.2 | 0.82 | -1.5 | 0.19 | 0.18 | -0.39
E coli WT exp | -8 | -16 | 8 | 29 | -1 | -1 | 7 | -9
CYP2C9 activ | 0.6 | 0.9 | 1.1 | 0.3 | 0.3 | 1 | 0.6 | 0.7
PostGolgi yeast | -1 | -5 | -3 | 7 | 1 | 1 | 9 | 13
Pyk2 oligo antag | 0.9 | -2.1 | 0.12 | -1.4 | . | 1.1 | -0.09 | -0.01
CYP2C9 inh | 36 | 8 | -11 | 72* | 75* | 3 | 43 | 28
LYP act | 0 | -2 | -1 | -2 | 1 | 3 | 10 | 3
LYP inh 2 | -1 | 0 | -1 | 4 | 2 | -6 | -11 | -4

2 entries from above, field by field:
30) COC(=O)c1scc(C)c1NC(=O)C1CCCCC1
  PostGolgi ctrl = 8; hDAT+cocaine = 0.19; E coli WT exp = -1; CYP2C9 activ = 1; PostGolgi yeast = 1; Pyk2 oligo antag = 1.1; CYP2C9 inh = 3; LYP act = 3; LYP inh 2 = -6
31) CC(C)(C)c1ccc(S(=O)(=O)NCC(=O)N2CCN(C(=O)c3ccco3)CC2)cc1
  PostGolgi ctrl = 5; hDAT+cocaine = 0.18; E coli WT exp = 7; CYP2C9 activ = 0.6; PostGolgi yeast = 9; Pyk2 oligo antag = -0.09; CYP2C9 inh = 43; LYP act = 10; LYP inh 2 = -11

(list continues)
33	COc1ccc(-n2c(Cc3cccn3C)nnc2SCC(=O)Nc2ccc(F)cc2F)cc1
34	Nn1c(N2CCCCC2)nc2ccccc21
35	CCOc1ccc(Nc2nc(Cc3nnc(SCC(=O)NC4CCCC4)n3C)cs2)cc1
36	COc1ccc(S(=O)(=O)Nc2ccc(S(=O)(=O)N3CCCCC3)cc2)cc1C
37	O=C(Nc1nccs1)c1cc(S(=O)(=O)N2CCCCC2)ccc1Cl
38	Cc1ccc2c(c1)c1c(n2CC2COC(C)(C)O2)C(=O)CCC1 (centres undefined)
39	Cc1cccc(OCC(=O)Nc2ccc(S(=O)(=O)N3CCCC3)cc2)c1
40	COc1cc(NC(=O)CSCC(=O)Nc2cccc(C(F)(F)F)c2)c(Cl)cc1Cl
Compound | 33 | 34 | 35 | 36 | 37 | 38 | 39 | 40
PostGolgi ctrl | 8 | 1 | 5 | 9 | 8 | 18 | 18 | 28
hDAT+cocaine | 0.24 | 0.28 | 2.7 | 0.27 | -0.023 | -0.011 | . | -0.029
E coli WT exp | -10 | 0 | -11 | -3 | -8 | 7 | -10 | 14
CYP2C9 activ | 0.4 | 1.1 | 0.3 | 0.1 | 1.1 | 0.3 | 0.5 | 0.5
PostGolgi yeast | 4 | 11 | 9 | -2 | 4 | 2 | 4 | 7
Pyk2 oligo antag | . | -0.22 | 1.4 | -3.3* | 0.82 | -0.1 | -0.32 | -1.2
CYP2C9 inh | 55* | -12 | 66* | 88* | -11 | 73* | 47 | 50*
LYP act | . | -1 | 0 | -3 | . | -5 | 3 | -6
LYP inh 2 | . | 0 | 0 | 6 | . | 4 | -4 | 8

41	CN(C)c1ncc(C2=C(Cl)C(=O)C(N3CCCC3)=C(Cl)C2=O)s1
42	Cc1cc(-c2ccccc2)nc2cc(C(=O)NCCCn3ccnc3)nn12
43	COc1ccc(C(=O)Nc2ccccc2NC(=O)c2ccco2)cc1OC
44	CN(C)c1ccnc(-n2cccc2/C=N/OCc2cccc(F)c2)c1C#N
45	Cc1cccc(N2CCN(C(c3ccc(N(C)C)cc3)c3nnnn3C(C)(C)C)CC2)c1C (centres undefined)
46	CC(C)N1CC(C(=O)Nc2nc3ccccc3s2)CC1=O (centres undefined)
47	CC(C)c1ccc(C2C3=C(CC(C)(C)CC3=O)NC3=C2C(=O)c2ccccc23)cc1 (centres undefined)
48	O=C(N/N=C/c1ccc(-c2cccc(C(F)(F)F)c2)o1)c1ccccc1Br
49	CCCCNC(=O)c1onc(CSc2ccccc2CC)c1C(=O)O
50	CCOc1ccccc1N1CCN(C(=O)C(F)(F)F)CC1
51	c1ccc(-n2ncc3c(NCc4ccco4)ncnc32)cc1
Compound | 41 | 42 | 43 | 44 | 45 | 46 | 47 | 48 | 49 | 50 | 51
PostGolgi ctrl | . | 8 | 7 | 8 | . | 4 | 27 | 8 | -10 | -8 | 1
hDAT+cocaine | -0.14 | 0.33 | 2.8* | 0.0085 | -0.5 | -0.8 | 0.31 | -0.033 | -0.34 | 0.4 | 1.3
E coli WT exp | . | 6 | -3 | -14 | . | -3 | -7 | -4 | 2 | 11 | 0
CYP2C9 activ | . | . | 0.8 | 0.5 | . | 1 | 0.7 | 1.2 | 0.3 | 0.9 | 0.4
PostGolgi yeast | . | 8 | -10 | -5 | . | 2 | -4 | 0 | 12 | -8 | -6
Pyk2 oligo antag | -0.06 | 0.06 | -0.57 | 0.03 | 0.72 | -0.04 | -3* | 0.62 | . | -0.31 | -1.2
CYP2C9 inh | . | . | 21 | 46 | . | 4 | 25 | -20 | 72* | 10 | 59*
LYP act | -6 | . | . | 6 | 0 | -5 | -5 | 8 | -8 | -8 | 5
LYP inh 2 | 12 | . | . | -6 | 1 | 0 | 7 | -5 | 11 | 10 | -4

Grouped by structure: those above containing fluorine
6	CC(=O)c1ccc(Cc2ncc(C(F)(F)F)cc2Cl)s1
10	O=[N+]([O-])/C=C/c1cn(Cc2ccc(F)cc2)c2ccccc12
33	COc1ccc(-n2c(Cc3cccn3C)nnc2SCC(=O)Nc2ccc(F)cc2F)cc1
40	COc1cc(NC(=O)CSCC(=O)Nc2cccc(C(F)(F)F)c2)c(Cl)cc1Cl
44	CN(C)c1ccnc(-n2cccc2/C=N/OCc2cccc(F)c2)c1C#N
48	O=C(N/N=C/c1ccc(-c2cccc(C(F)(F)F)c2)o1)c1ccccc1Br
50	CCOc1ccccc1N1CCN(C(=O)C(F)(F)F)CC1
Compound | 6 | 10 | 33 | 40 | 44 | 48 | 50
PostGolgi ctrl | 6 | 80* | 8 | 28 | 8 | 8 | -8
hDAT+cocaine | -0.13 | 0.18 | 0.24 | -0.029 | 0.0085 | -0.033 | 0.4
E coli WT exp | 9 | -3 | -10 | 14 | -14 | -4 | 11
CYP2C9 activ | 1 | 0.9 | 0.4 | 0.5 | 0.5 | 1.2 | 0.9
PostGolgi yeast | 6 | 36* | 4 | 7 | -5 | 0 | -8
Pyk2 oligo antag | 0.51 | -2.1 | . | -1.2 | 0.03 | 0.62 | -0.31
CYP2C9 inh | -3 | 13 | 55* | 50* | 46 | -20 | 10
LYP act | 4 | 4 | . | -6 | 6 | 8 | -8
LYP inh 2 | -1 | 0 | . | 8 | -6 | -5 | 10

Screening data deposited in PubChem BioAssay by several laboratories.
